Assay outcomes (PubChem)
L3MBTL1 inh: qHTS Assay for the Inhibitors of L3MBTL1 | actives 0.66% (n = 230,000) | AlphaScreen L3MBTL1–H3K9me1 peptide binding | Potency, µM (highest dose often 57.1 µM), inactives show at the top dose activity, negative = inhibition, hits mostly inhibitors; further: on the % scale 0 is the no-effect control and ±100 the full control effect; nearly all actives have a fitted effect of over 60% in size
Target sequence (Q9Y468 whole entry, looked up): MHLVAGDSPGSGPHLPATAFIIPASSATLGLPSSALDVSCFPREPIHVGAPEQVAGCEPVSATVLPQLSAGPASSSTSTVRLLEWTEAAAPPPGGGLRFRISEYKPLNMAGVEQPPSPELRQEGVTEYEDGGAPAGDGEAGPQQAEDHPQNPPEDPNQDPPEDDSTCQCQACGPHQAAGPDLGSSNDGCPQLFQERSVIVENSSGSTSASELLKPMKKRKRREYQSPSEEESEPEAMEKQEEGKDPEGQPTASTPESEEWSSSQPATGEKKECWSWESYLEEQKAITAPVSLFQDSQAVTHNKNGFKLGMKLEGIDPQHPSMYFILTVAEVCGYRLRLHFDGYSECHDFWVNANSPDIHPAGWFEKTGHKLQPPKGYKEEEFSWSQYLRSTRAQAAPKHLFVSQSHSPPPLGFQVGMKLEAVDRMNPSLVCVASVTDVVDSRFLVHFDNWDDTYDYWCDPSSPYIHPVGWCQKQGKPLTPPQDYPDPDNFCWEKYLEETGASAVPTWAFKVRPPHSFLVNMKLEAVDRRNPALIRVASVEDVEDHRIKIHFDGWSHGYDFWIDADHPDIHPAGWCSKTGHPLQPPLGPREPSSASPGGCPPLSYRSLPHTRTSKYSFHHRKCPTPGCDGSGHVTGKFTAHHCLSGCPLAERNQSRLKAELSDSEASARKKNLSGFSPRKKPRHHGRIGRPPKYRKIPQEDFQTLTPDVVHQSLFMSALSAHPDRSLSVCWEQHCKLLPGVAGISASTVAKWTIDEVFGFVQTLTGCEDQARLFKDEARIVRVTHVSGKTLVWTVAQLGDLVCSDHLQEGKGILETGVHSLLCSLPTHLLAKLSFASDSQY
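AlphaScreen proximity signal between nickel-chelate acceptor and streptavidin donor beads (final 10 ug/mL) reports binding of 50 nM L3MBTL1 to 75 nM biotin-H3 K9me1 peptide; complex incubated with compounds 30 min at room temperature; cefsulodin titration as control.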
ALDH1A1 block: qHTS Assay for Inhibitors of Aldehyde Dehydrogenase 1 (ALDH1A1); Aldehyde dehydrogenase 1A1 (Homo sapiens), P00352; Purified ALDH1A1, NADH fluorescence, propionaldehyde substrate; Potency, µM (highest dose often 75.3 µM), for inactives: top-dose activity, negative = inhibition, most hits filed as inhibitors; actives 7.3% (n = 220,000); AID 1030, 2008; active means well fitted inhibition curve with a large enough effect, not every such curve was filed as active; inconclusive means small, poorly fitted or top-dose-only effect, or another doubt; inactive means no such curve, though single readings can be large or run the other way;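 further: plate controls were no enzyme wells and a reference inhibitor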
LMNA splice mod: qHTS Assay for Modulators of Lamin A Splicing | HeLa LMNA splicing GFP/RFP minigene ratio, 48 h | AID 1487, 2009 | Potency, µM (top dose mostly 46.1 µM), inactives show top-dose ratio change, negative = inhibition, usual class: inhibitors | actives 0.01% (n = 200,000); active means well fitted inhibition curve with a large enough effect in the signal ratio, with a control signal flat, not every such curve was filed as active; inconclusive means small, poorly fitted or top-dose-only effect, or effect the other way, or a change in a side signal; the % refers to the signal ratio; further: on the % scale 0 is the no-effect control and ±100 the full control effect
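Read-out is the ratio of GFP to DsRed2 object intensity, acquired by 488 nm laser-scanning cytometry on HeLa lamin A-EGFP minigene reporter cells. Compound incubation 48 hrs at 37 °C in Opti-MEM with 2% FBS; DMSO 0.5% final.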
Tau fibril ThT: qHTS for Inhibitors of Tau Fibril Formation, Thioflavin T Binding. actives 2.1% (n = 270,000). Potency, µM (highest dose often 57.4 µM), for the others: at the highest dose activity, negative = inhibition, most hits filed as inhibitors. recombinant tau K18 P301L (four-repeat tau fragment), heparin-induced fibrillization, ThT fluorescence. AID 1460, 2008; further: on the % scale 0 is the no-effect control and ±100 the full control effect; nearly all actives have a fitted effect of over 55% in size
Target sequence (P10636 561-689 P618L limits assumed): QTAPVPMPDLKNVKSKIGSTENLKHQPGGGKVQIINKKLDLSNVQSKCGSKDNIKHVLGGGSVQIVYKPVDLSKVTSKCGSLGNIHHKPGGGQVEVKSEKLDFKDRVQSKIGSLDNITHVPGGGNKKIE
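Heparin-induced (20 uM) aggregation of recombinant human K18 P301L tau, 15 uM unlabeled with 0.24 uM labeled, pH 7 acetate buffer, 6 hr at 37 C with compound. Fibrils quantified by 30 uM ThT fluorescence after 1 hr ambient incubation.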
JMJD2E inh: qHTS Assay for Inhibitors of Human Jumonji Domain Containing 2E (JMJD2E) | actives 1.6% (n = 230,000) | JMJD2E catalytic domain, FDH-coupled NADH fluorescence (FDH is formaldehyde dehydrogenase) | Potency, µM (doses to about 57.1 µM), without a hit: at the top dose activity change, negative = inhibition, most hits filed as inhibitors | AID 2147, 2009 | Lysine-specific demethylase 4E (Homo sapiens), B2RXH2; active means well fitted inhibition curve with a large enough effect, not every such curve was filed as active; inconclusive means small, poorly fitted or top-dose-only effect, or another doubt; inactive means no such curve, though single readings can be large or run the other way;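 further: 0% = wells with enzyme and -100% = buffer wells without enzyme; nearly all actives have a fitted effect of over 50% in size; many of its hits are not listed in these tables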
Luc counter: Counterscreen for Luciferase (Kinase-Glo TM) Inhibition | Kinase-Glo luciferase, ATP luminescence, 8 min | Potency, µM (titrated, usually from 38.3 µM), without a hit: at the highest dose activity change, negative = inhibition, hits mostly inhibitors | actives 0.28% (n = 200,000); further: on the % scale 0 is the no-effect control and ±100 the full control effect; nearly all actives have a fitted effect of over 60% in size
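Substrate mix (final 50 mM imidazole pH 7.2, 50 mM KCl, 7 mM MgCl2, 10 uM ATP, 0.01% Tween 20, 0.05% BSA) plus pin-tool compound, then Kinase-Glo detection mix; 8 min ambient, luminescence read.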
SMN2 splice enh: qHTS Assay for Enhancers of SMN2 Splice Variant Expression | actives 2.8% (n = 210,000) | AID 1458, 2008 | Potency, µM (top dose mostly 46.1 µM), for the others: top-dose activity change, positive = activation, actives largely listed as activators | HEK293 SMN2-luciferase splicing reporter, luminescence, 30-36 h; further: % of control where 0% means no effect; nearly all actives have a fitted effect of over 55% in size
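HEK293 cells carry an SMN2 […]–luciferase reporter in which exon 7 inclusion puts luciferase in frame. Cells were plated 10-12 h before compound addition, then incubated 30-36 h at 37C. ONE-Glo luminescence was read; sodium butyrate at 4.5 mM final served as control.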
RECQ1 helicase: qHTS Assay for Inhibitors of RecQ-Like Dna Helicase 1 (RECQ1); ATP-dependent DNA helicase Q1 (Homo sapiens), P46063; RECQ1 DNA unwinding, red fluorescence kinetic read; Potency, µM (titrated, usually from 57.3 µM), for the others: top-dose activity, negative = inhibition, usual class: inhibitors; actives 0.54% (n = 240,000);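 further: plate controls were vehicle for no effect and no enzyme for full effect; nearly all actives have a fitted effect of over 30% in size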
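RECQ1T1 50 nM; forked duplex (20 bp + 30-nt ss tails) 200 nM, ATP 2 mM final; pH 8.0, 2 mM MgCl2, 2.5 ug/ml poly(dI-dC); 15 min compound preincubation; discontinuous kinetic read over 2 h at RT.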
Starred values were filed as active, the others as inactive; i = inactive; ? = inconclusive; · = no result given; [ ] = remark or other dose. Unless noted, the call rests on the fitted dose curve; in most records, active means well fitted curve in the direction sought with a large enough effect; inconclusive means small, poorly fitted or top-dose-only effect, or another doubt; inactive means no such curve, though single readings can be large; an effect the other way counts as inactive or inconclusive. Potency means the concentration at half of the fitted maximal effect. An excerpt (hit frequency here may not be typical).

SMILES	L3MBTL1 inh	ALDH1A1 block	LMNA splice mod	Tau fibril ThT	JMJD2E inh	Luc counter	SMN2 splice enh	RECQ1 helicase
O=C(Nc1ccc(F)cc1)c1ccc(Cn2cnnn2)cc1	-15%	20%	·	3%	-4%	-1%	-2%	-16%
Cc1c(NC(=O)c2ccccc2N)cccc1C(=O)O	-5%	-5%	3%	2%	?	·	·	-4%
NS(=O)(=O)c1ccc(N/N=C/c2cn(-c3ccccc3)nc2-c2cccs2)c([N+](=O)[O-])c1	-25%	?	·	2.5µM*	0%	-7%	-91%[inhibitor]	17%
COc1ccc(Nc2nc(C)cc(=O)[nH]2)cc1	·	5%	2%	2%	4%	19%	-6%	-10%
CCOc1ccc(N2C(=O)CC(SC(=NC)Nc3cccc(F)c3)C2=O)cc1 (stereo unspecified)	5%	0%	-9%	?	1%	-1%	-17%	-1%
CCCOc1ccc(N2CC(C(=O)NCCc3ccc(OC)c(OC)c3)CC2=O)cc1 (stereo unspecified)	7%	7%	·	-14%	0%	3%	·	i
CCCOc1ccc(CNC(=S)NCc2ccc(OC(C)C)cc2)cc1	9%	4%	-8%	-3%	-2%	-1%	-13%	-4%
CN(C)CCOCCOc1ccc(Cl)cc1Br	-7%	?	21%[46 µM]	-5%	?	-4%	-40%[inhibitor]	-11%
Nc1[nH]n2c(=O)cc(-c3ccccc3)nc2c1N=Nc1ccc(S(N)(=O)=O)cc1	-17%	4%	3%[46 µM]	2.2µM*	-17%	-4%	·	-18%
Cc1c(-c2cc(C(=O)O)c3ccccc3n2)cnn1C	-8%	?	·	-7%	?	1%	13%	-13%
CCn1nnc(-c2ccccc2NS(=O)(=O)c2ccc(C(=O)OC)cc2)n1	·	-4%	-3%	-7%	1%	1%	22%	2%
CCOc1ccccc1C(=O)N1CCN=C1SC	·	4%	-9%	-14%	-3%	-1%	-13%	-1%
O=C(NCc1ccco1)c1cnn2c(C(F)(F)F)cc(-c3cccs3)nc12	3%	?	?	?	?	0%	0%	-1%
COC(=O)c1nc(-c2ccc(C)cc2)oc1N(C)C	-3%	?	-10%	-3%	?	-12%	1%	-6%
CC1CCc2nn(CC(=O)Nc3ccc(F)cc3F)cc2C1 (stereo unspecified)	-3%	2%	-13%	-10%	1%	3%	6%	i
Cc1nc(N2N=C(c3ccc(Cl)cc3)CC2c2ccco2)sc1C(=O)N(C)C (stereo unspecified)	31%[activator]	?	?	?	?	5%	10%	-5%
COc1cc([N+](=O)[O-])c(N2CCOCC2)c([N+](=O)[O-])c1OC	1%	4%	·	7%	5%	-1%	17%	-9%
CCCn1c(SCC(=O)Nc2cc(Cl)ccc2Cl)n[nH]c1=O	0%	-7%	?	-1%	4%	6%	-8%	-4%
CCn1c(=O)[nH]c2ccccc2c1=O	1%	-4%	0%	-1%	-8%	-2%	12%	-12%
COC(=O)c1cc(OC)c(OC)cc1NC(=O)CCC1CCCC1	5%	?	-6%	-19%	?	-1%	-15%	-2%
COc1ccc(N(CC(=O)NC2CCCC2)C(=O)CCC(=O)Nc2cc(C)on2)c(OC)c1	1%	3%	-3%	-8%	7%	3%	-7%	1%
Cc1cccc2c1N(CCOc1ccccc1)C(=O)C2=O	-15%	0.22µM*	?	?	0%	2%	-9%	-5%
CCOC(=O)c1[nH]c2ccccc2c1N=C(C)N(CC)CC	1%	6%	2%	6%	1%	1%	1%	-7%
COc1cccc(CCc2nnc(CCC(=O)N3CCCC3c3nccs3)o2)c1 (stereo unspecified)	3%	-9%	?	-7%	-5%	-3%	·	i
O=C(NCCCN1CCOCC1)c1ccc(Sc2ccc(Br)cc2)c([N+](=O)[O-])c1	3%	-3%	?	-5%	-2%	5%	-37%[inhibitor]	-1%
O=C(NCc1ccccc1Cl)c1ccc2c(c1)SC1=NS(=O)(=O)CCN12	6%	4.5µM*	?	2%	12%	-1%	16%	i
O=c1[nH]c(=O)n(Cc2ccco2)c2c1C(C(F)(F)F)(C(F)(F)F)N=C(c1ccc(F)cc1)N2	·	?	?	6%	3%	-1%	-25%	-5%
O=C(CCc1nc2ccccc2[nH]1)N1CCN(C(=O)c2ccco2)CC1	4%	7%	4%	-10%	-1%	10%	·	-1%
Cc1ccc(CNC(=O)CCNS(=O)(=O)c2ccc3c(c2)c(=O)n(C)c(=O)n3C)cc1	1%	2%	3%	1%	-11%	0%	-3%	-4%
O=C(CSc1ncnc2nc[nH]c12)NCCc1ccccc1	2%	8%	4%	2%	0%	0%	-5%	-11%
COc1ccc(C2c3ccc4ccccc4c3Oc3ncn(Cc4ccco4)c(=N)c32)cc1OC (stereo unspecified)	0%	7%	-18%	?	?	-4%	13%	-14%
N#CCCn1cc(/C=C2\NC(=S)N(c3ccccc3)C2=O)c(-c2ccc(F)cc2)n1	?	25µM*	-10%[9.22 µM]	-15%	-16%	-3%	-1%	i
CCOc1cc(/C=N/NC(=O)C(=O)NC)cc(Br)c1O	6%	11%	-4%	-6%	6%	-1%	-2%	-3%
Cc1cc(C(=O)NC(C)c2ccncc2)no1 (stereo unspecified)	·	-3%	-6%	-2%	-2%	3%	17%	0%
CC(C)N(C(=O)COC(=O)c1ccc(Cl)nc1)C(C)C	8%	3%	6%[46 µM]	-5%	-7%	-2%	8%	i
O=S(=O)(Nc1nccs1)c1ccc(NCc2cc(Br)cc(Br)c2O)cc1	?	?	·	?	7%	·	·	-1%
Cc1ccsc1/C=N/N1CCN(c2ccccc2)CC1	-26%	-6%	?	?	10%	-6%	24%	i
Cc1ccc(NC(=O)CC2SCCNC2=O)cc1Cl (stereo unspecified)	·	-12%	-10%	2%	2%	-1%	37%	-6%
CCOC(=O)c1[nH]c2ccc(OC)cc2c1NC(=O)CCN1CCc2ccccc2C1	-1%	?	-15%	-5%	?	-3%	-4%	-3%
O=C(O)C1=C[C@@H](c2ccccc2)C[C@@H](OCc2ccc(CO)cc2)O1	50%[activator]	-14%	·	-9%	?	·	·	-3%
CC(C)CNC(=O)CSc1nnc(CN2CCCCCC2=O)n1-c1ccccn1	0%	?	-2%	-3%	3%	4%	-15%	i
COc1ccc(OC)c(-c2csc(N(Cc3ccco3)C(=O)c3cccs3)n2)c1	45%[activator]	?	5%	-1%	?	-1%	-24%	-4%
CCOC(=O)Cc1cc(=O)n2[nH]cc(-c3ccc(Cl)cc3)c2n1	7%	?	?	?	?	-5%	·	-3%
CCOC(=O)C1(CC2CC2)CCN(Cc2ccc(O)c(Cl)c2)CC1	·	5%	·	-13%	9%	-1%	-3%	i
N/C(=N\OC(=O)c1ccc(=O)n(Cc2ccccc2)c1)c1ccccn1	5%	-8%	-24%[46 µM]	-2%	7%	0%	-5%	i
Cn1c(SCC(=O)NCc2cccs2)nnc1-c1cccs1	·	5%	-3%	2%	0%	-4%	-14%	-4%
CCOC(=O)C1CCN(C(=O)c2ccc(Cl)c(NC3=NC4CS(=O)(=O)CC4S3)c2)CC1 (stereo unspecified)	11%	5%	3%	-7%	6%	3%	8%	i
O=C(Nc1ccccc1)Nc1ccccc1C(=O)NCc1ccccc1	·	-2%	10%	-10%	?	-12%	1%	i
O=C1C(C=NC2CC2)=C(O)c2ccccc21	·	?	13%	?	-19%	-4%	20%	-3%
CCC(CC)NC(=O)COc1ccc(OC)cc1C=O	·	-3%	·	-11%	?	2%	25%	-19%
(listing goes on)
SMILES	L3MBTL1 inh	ALDH1A1 block	LMNA splice mod	Tau fibril ThT	JMJD2E inh	Luc counter	SMN2 splice enh	RECQ1 helicase
CCOc1ccc(N2C(=O)C3C(c4ccccc4)=NN(c4ccccc4)C3C2=O)cc1 (stereo unspecified)	58%[activator]	?	0%	-6%	?	1%	4%	-1%
CCc1ccc2c(COn3nnc4ccc(S(=O)(=O)N(C)C)cc43)cc(=O)oc2c1	0%	?	?	-2%	?	-6%	-4%	-8%
CCCCCn1c(CN(C)Cc2ccccc2)nc2c1c(=O)n(C)c(=O)n2C	-5%	10µM*	?	-9%	-1%	2%	-60%[inhibitor]	-7%
CC(C)Cn1c(SCC(=O)NCc2ccc(Cl)cc2)nnc1-c1cccc(S(=O)(=O)N2CCOCC2)c1	6%	-1%	?	-7%	2%	3%	-17%	i
CCN(CC)c1ccc(C(NC(C)=O)NC(C)=O)cc1	27%	14µM*	6%	7%	-14%	1%	-17%	-2%
CN(C(=O)c1ccccc1C(=O)OCC(=O)NCc1cccs1)C1CCCCC1	·	-12%	22%[46 µM]	-7%	5%	-4%	-1%	i
CCOC(=O)C1=C(C)Nc2ncnn2C1c1c[nH]c2ccccc12 (stereo unspecified)	·	-17%	5%	4%	-6%	6%	-9%	1%
COc1cc2c(cc1NC(=O)COC(=O)c1ccc(C(C)(C)C)cc1)oc1ccccc12	12%	8%	-16%	-1%	4%	4%	22%	7%
